# Compound activity (PubChem BioAssay)
# Arr AP2 block = inhibitors of beta-arrestin/AP2 binding, primary screen, biochemical, GPCR trafficking, flow cytometry; inhibition, % at 10 µM; FITC-arrestin peptide / GST-AP2 beads; AP2 beta2 appendage carries R879A mutation; AID 504490, 2011; 0.31% of 340,000 active; beta-arrestin 1 C-terminal peptide binding to AP2 beta2-adaptin appendage (human);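 active means inhibition above a set limit, near 3 SD of compounds lacking own fluorescence, cut at about 54% in these data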;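 further: plate controls were DMSO wells for no effect and 5 µM unlabelled arrestin peptide for full effect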
#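 system = GST-tagged AP2 beta2-adaptin appendage (R879A) on 4 µm glutathione beads | reagent = FITC-labelled arrestin peptide probe, 50 nM final | schedule = compound with beads 12 min RT, then probe 1 h RT | signal = HyperCyt-sampled flow cytometry, FL1 channel, ex 488/em 535 nm | read-out = percent response from loss of bead-bound FITC fluorescence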
# Wnt bcat act = Wnt/beta-catenin pathway activators, primary screen, cell-based, plate reader, single point | Wnt/beta-catenin reporter cell assay, activator | activation, % at 9.35 µM | 1.2% of 300,000 active | AID 743398, 2014; in the data active means activation above about 30%, passing the limit was not always enough;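 further: 0% = neutral control wells and 100% = positive control wells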
# V-ATPase pH = regulators of yeast V-ATPase proton pumping, primary screen, pHLuorin cytosolic pH fluorescence | response, % at 10 µM | AID 504577, 2011 | 0.37% of 350,000 active | S. cerevisiae; in the data active means response mostly above about 7.3%, no sharp cut-off; inactive means mostly below about 5.4%; further: actives read high; inactives centre near 0; some compounds called inactive have numbers as strong as hits; reference of the scale not given here
# Cardiac RTF inh = cardiac RTF calcium sensitivity inhibitors, primary screen, biochemical, IANBD-TnC fluorescence, EC70 calcium; IANBD-labeled cardiac RTF, Ca2+ fluorescence; inhibition, % at 7.15 µM; 0.12% of 340,000 active; Troponin I, cardiac muscle (Homo sapiens) + Troponin T, cardiac muscle (Homo sapiens) + …; AID 493244, 2011;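 active means inhibition above the mean inhibition of all tested compounds plus 3 SD, cut at about 17% in these data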;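 further: assay run at fixed EC70 calcium of 1.6 mM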
# OPRM1-OPRD1 inv = inverse agonists of MOR-DOR heterodimerization, primary screen, cell-based, luminescence. 0.21% of 340,000 active. Mu-type opioid receptor (Homo sapiens) + Delta-type opioid receptor (Homo sapiens), …. inhibition, % at 9.3 µM. cell-based MOR-DOR heterodimer luminescence, inverse agonism; in the data active means inhibition above about 22%, passing the limit was not always enough;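 further: 0% = cells with DMSO and 100% = wells without cells with DMSO; values of inactives mirror those of a sister screen read the other way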
# Target sequence (P35372 whole entry, looked up): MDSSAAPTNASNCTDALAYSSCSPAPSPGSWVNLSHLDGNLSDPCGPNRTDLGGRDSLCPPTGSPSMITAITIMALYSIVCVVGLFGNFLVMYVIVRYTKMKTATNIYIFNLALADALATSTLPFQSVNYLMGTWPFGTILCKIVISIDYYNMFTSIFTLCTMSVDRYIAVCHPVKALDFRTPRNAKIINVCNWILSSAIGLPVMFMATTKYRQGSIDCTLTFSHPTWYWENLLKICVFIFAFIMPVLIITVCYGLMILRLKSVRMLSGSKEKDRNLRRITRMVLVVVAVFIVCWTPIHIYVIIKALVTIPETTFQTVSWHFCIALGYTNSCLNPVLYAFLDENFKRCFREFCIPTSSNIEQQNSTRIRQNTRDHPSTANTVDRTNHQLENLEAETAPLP
# Target sequence (P41143 whole entry, looked up): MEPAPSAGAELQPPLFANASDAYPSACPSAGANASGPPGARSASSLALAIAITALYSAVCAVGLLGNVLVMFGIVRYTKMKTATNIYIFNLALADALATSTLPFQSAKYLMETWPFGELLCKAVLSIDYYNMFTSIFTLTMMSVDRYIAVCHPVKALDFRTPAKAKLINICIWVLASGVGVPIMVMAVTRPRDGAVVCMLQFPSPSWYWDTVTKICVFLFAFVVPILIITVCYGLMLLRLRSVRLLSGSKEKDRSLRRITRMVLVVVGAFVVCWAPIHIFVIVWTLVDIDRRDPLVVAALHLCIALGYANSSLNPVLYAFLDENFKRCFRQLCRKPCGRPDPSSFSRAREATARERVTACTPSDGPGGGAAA
# Pemphigus Ab inh = inhibitors of pemphigus antibody binding to DSG3, primary screen, biochemical, bead-based, flow cytometry, scFv-GFP; Desmoglein-3 (Homo sapiens), P32926; binding (percent of control), % at 10 µM; DSG3-coupled beads, scFv-anti-DSG3-GFP binding; hits give low values; 0.48% of 310,000 active;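 active means binding more than 3 SD below its plate's average and above zero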;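 further: hits lower antibody fragment binding to DSG3; some compounds called inactive have numbers as strong as hits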
# C-LANA FP = inhibitors of KSHV C-LANA binding to DNA, primary screen, biochemical, fluorescence polarization, FAM-LBS DNA, MBP-C-LANA, single point | inhibition, % at 9 µM | 0.078% of 340,000 active;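 active means highest replicate inhibition at or above 60% at 9 µM, even if other replicates fall short; inactive means all replicates below 60% inhibition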;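 further: 0% = neutral control wells and 100% = 4 µM acridine orange control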
# Keap1 Nrf2 FP = Keap1-Nrf2 protein-protein interaction inhibitors, primary screen, biochemical, fluorescence polarization, single point; Keap1 Kelch-Nrf2 peptide fluorescence polarization, 1536-well; inhibition, % at 9.4 µM; 0.15% of 340,000 active; AID 504523, 2011; in the data active means inhibition above about 12%;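 further: human Keap1 Kelch domain with fluorescein labeled Nrf2 9mer peptide probe; 0% = neutral control wells and 100% = peptide positive control; higher means more block of Keap1 binding to Nrf2 peptide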
# MOR-DOR ag = agonists of OPRM1-OPRD1 heterodimerization, primary screen, cell-based, luminescence | cells | activation, % at 9.3 µM | Mu-type opioid receptor (Homo sapiens) + Delta-type opioid receptor (Homo sapiens), … | 0.3% of 340,000 active | AID 504326, 2011; in the data active means activation above about 18%;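 further: 0% = vehicle-treated cells and 100% = reference agonist; values of inactives mirror those of a sister screen read the other way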
# cardiac RTF act = cardiac RTF calcium sensitivity activators, primary screen, biochemical, IANBD-TnC fluorescence, EC20 calcium | Troponin I, cardiac muscle (Homo sapiens) + Troponin T, cardiac muscle (Homo sapiens) + … | IANBD-labeled TnC RTF fluorescence at EC20 calcium; 0% EC20 calcium, 100% full calcium | activation, % at 7.2 µM | 0.24% of 340,000 active | AID 493008, 2010;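 active means activation above the mean over all tested compounds plus 3 SD, cut at about 30% in these data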;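 further: rise in fluorescence read as greater calcium sensitivity of cardiac thin filaments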
# An asterisk follows results filed as active; · = no result given.
SMILES,Arr AP2 block,Wnt bcat act,V-ATPase pH,Cardiac RTF inh,OPRM1-OPRD1 inv,Pemphigus Ab inh,C-LANA FP,Keap1 Nrf2 FP,MOR-DOR ag,cardiac RTF act
COc1cc2c(cc1OC)CN(c1ccc([N+](=O)[O-])cc1C#N)CC2,10.7,4.3,-3.1,5.5,9.6,122.7,-0.8,-0.9,-1.7,-0.3
O=C(NCCCn1ccnc1)c1ccc(S(=O)(=O)N2CCOCC2)cc1,30.5,1.1,-2.2,-2.3,3.0,90.5,-4.5,-1.0,-0.7,0.8
CC(=O)Nc1ccc(S(=O)(=O)NC2C3(C)CCC(C3)C2(C)C)cc1 (stereo not drawn),24.9,-2.1,3.6,-4.8,17.9,98.5,1.3,-0.5,-3.6,-2.9
CCN1CCN(c2ccc(N3CCN(S(=O)(=O)c4ccc(C)c([N+](=O)[O-])c4)CC3)nn2)CC1,-11.7,-8.9,-0.2,-1.7,15.4,106.2,-1.2,-5.0,-2.4,-4.8
Cn1c(=O)c([N+](=O)[O-])c(N2CCSCC2)c2ccccc21,-23.8,0.6,1.8,-11.7,11.0,111.8,-1.9,-2.0,-2.2,-0.5
COc1ccccc1NC(=O)c1ccccc1NS(=O)(=O)c1cccs1,0.4,-1.5,-0.4,2.4,6.7,100.6,0.0,-5.8,-1.3,0.2
O=C(NC(NC(=S)Nc1c(Cl)cc(Cl)cc1Cl)C(Cl)(Cl)Cl)OCc1ccccc1 (stereo not drawn),-7.7,-2.8,0.5,-7.2,-2.5,125.6,0.2,-5.2,0.5,1.8
O=C(c1ccc(S(=O)(=O)Nc2ccccc2F)cc1)N1CCN(c2ccccc2O)CC1,5.5,-0.7,-2.1,-7.2,4.2,91.0,-0.6,0.0,-0.8,-7.6
CC1CCC(NC(=O)c2cc(Cl)nc3ccccc23)CC1 (stereo not drawn),28.1,8.0,-1.5,6.0,5.4,96.2,0.8,-0.2,-1.0,-7.1
CCC(=O)c1ccc(N2CCCCCC2)c(F)c1,18.1,·,-3.4,-14.8,-6.1,100.5,1.0,3.2,1.2,-2.4
O=C(Nc1nc2ccccc2s1)c1ccccc1,1.5,-1.5,1.0,-6.0,6.1,97.9,-0.9,-2.3,-1.2,-3.5
CCCN(CCC)C(=O)Cc1coc2ccc3ccccc3c12,0.2,-1.5,1.0,-7.8,11.6,·,0.3,-5.7,-1.9,10.6
COC(=O)c1cc(OC)c(OC)cc1NC(=O)c1cccc(OC)c1OC,-11.3,1.0,-0.1,6.8,12.1,103.7,0.1,-3.1,-2.1,-0.5
CCOC(=O)CCC(=O)O[C@H]1[C@H](O[C@@H]2[C@@H](C)[C@H](O[C@H]3C[C@@](C)(OC)[C@@H](O)[C@H](C)O3)[C@@H](C)C(=O)O[C@H](CC)[C@@](C)(O)[C@H](O)[C@@H](C)C(=O)[C@H](C)C[C@@]2(C)O)O[C@H](C)C[C@@H]1N(C)C,7.8,5.6,-3.3,2.9,4.8,104.0,0.0,-2.4,-0.9,6.5
CN(C)S(=O)(=O)c1ccc(N2CCCC2)c(C(=O)NNC(=O)c2ccc(Br)cc2)c1,20.5,0.0,-7.7,-15.6,4.0,100.7,0.3,-0.1,-0.6,-1.7
Nn1c(SCc2ccc(F)cc2)nnc1-c1ccccn1,9.3,22.4,-6.1,·,·,108.5,·,·,·,·
O=C(Nc1cccnc1)c1ccc(NS(=O)(=O)c2cc([N+](=O)[O-])ccc2Cl)cc1,4.0,0.6,0.9,-6.0,-9.2,100.2,-0.1,2.4,1.7,-2.5
COc1cccc(N2CCN(c3ccc4nnc(CCC(=O)Nc5cccc(C(C)=O)c5)n4n3)CC2)c1,-3.3,1.5,1.4,1.1,14.4,99.5,-1.1,-2.8,-2.9,2.8
O=C(CN(C(=O)CCC(=O)Nc1nccs1)c1ccc2c(c1)OCO2)NCc1ccc(F)cc1,12.3,-1.2,-5.4,-10.7,-9.6,·,0.3,2.2,1.5,-10.1
C=CCOc1c(Br)cc(CNc2ccc3[nH]c(=O)[nH]c3c2)cc1OCC,-0.6,-2.3,-1.0,0.9,2.8,99.6,2.1,-9.2,-0.5,-9.2
COc1ccc(NC(=O)C2CCN(S(=O)(=O)c3ccc(OC)c(OC)c3)CC2)cc1,3.3,-4.2,9.5,3.2,2.3,106.0,2.4,-1.6,-0.4,-0.1
CCOC(=O)CCC(NC(=O)c1ccc(Nc2nc3ccccc3nc2C(=O)OCC)cc1)C(=O)OCC (stereo not drawn),-18.0,-6.0,-0.1,0.3,18.4,88.5,0.4,-1.6,-4.2,-4.8
O=C(C[C@@H]1C/C=C\CCC(=O)O[C@H](c2ccccc2)CNC1=O)N[C@H](CO)Cc1ccccc1,6.7,1.5,-1.8,-3.9,7.8,97.4,2.8,-3.5,-1.7,0.0
C[N+](C)(CC#Cc1ccccc1)CC(=O)c1ccc(Cl)cc1,-3.8,0.8,0.5,1.0,16.8,96.7,0.5,-1.4,-2.7,-6.7
O=C(Nc1ncc(C(F)(F)F)cc1Cl)c1ccc(S(=O)(=O)N2CCOCC2)cc1,5.4,-3.0,-2.6,-1.1,10.2,113.3,-0.1,-1.2,-2.1,1.9
# Other records:
SMILES,Arr AP2 block,Wnt bcat act,V-ATPase pH,Cardiac RTF inh,OPRM1-OPRD1 inv,Pemphigus Ab inh,C-LANA FP,Keap1 Nrf2 FP,MOR-DOR ag,cardiac RTF act
O=S(=O)(c1cccc2nsnc12)N1CCCCC1,11.2,1.4,-1.3,-0.8,19.3,106.5,-0.1,-6.8,-3.9,4.7
COc1ccc(CNc2nc(-c3cccnc3)nn2C(=O)c2cccs2)cc1,19.1,·,-4.1,-3.4,-8.0,99.2,-2.3,2.6,1.6,-0.5
Oc1c(/C=N/Nc2cccc3cccnc23)ccc2ccccc12,5.0,5.8,1.1,8.3,-6.4,101.6,-1.2,-1.2,1.1,1.5
COc1ccc(/C(C)=N/NC2=NCCN2)cc1Cl,2.9,8.6,-1.0,-7.9,1.7,108.5,-0.6,-4.7,-0.4,0.5
CC(C)(C)c1ccc(OCC(=O)N2CCN(c3ncccn3)CC2)cc1,24.4,·,-3.1,-0.7,0.2,99.8,1.3,6.3,0.0,-0.3
CCn1c2ccccc2c2cc(NC(=O)CSc3nnc(-c4ccc(OC)c(OC)c4)n3N)ccc21,0.2,·,2.3,-2.9,1.9,102.0,-1.1,-11.0,-0.4,3.0
CON1C(=O)CN(C(C)=O)C1c1ccc(Cl)cc1Cl (stereo not drawn),3.4,0.4,4.2,-7.8,-3.4,120.0,-0.6,0.2,0.6,0.0
CC(C)C1=Nc2cccc3cccc(c23)N1,40.3,0.6,-4.7,-18.1,-19.0,113.6,-0.4,-2.7,3.5,2.8
Cc1ccc(CN2CCN(C(=O)C3CCC3)CC2)cc1,3.1,1.9,3.7,5.2,-12.5,·,-1.2,2.7,2.3,-1.8
Clc1ccc(OCc2nnc(SCCN3CCCCC3)n2Cc2ccco2)cc1,9.0,·,-2.9,-5.2,10.2,98.0,-0.4,-9.7,-2.0,0.5
CC1CCCN(C(=O)CCc2ccccc2)C1 (stereo not drawn),2.6,-0.9,-4.5,-0.9,14.7,105.9,1.0,-0.6,-2.5,-0.6
O=C(Nc1nc2c(F)cccc2s1)c1ccco1,9.1,43.2*,6.4,-19.9,-3.0,110.5,2.6,-1.4,0.5,13.5
COc1cccc(NC(=O)CN(C)C(=O)c2ccc3c(c2)CC(c2ccccc2)OC3=O)c1 (stereo not drawn),6.9,48.3*,1.0,-4.0,9.3,96.6,0.0,0.4,-2.4,-3.4
COC(=O)c1cc(C#N)c(N2CCOCC2)nc1C,32.1,0.4,-0.5,-2.1,-0.8,98.6,-1.3,1.8,0.1,-1.0
CN1CCN(CCCN(Cc2ccco2)C(=S)Nc2ccc(Cl)cc2)CC1,-3.4,-0.3,-0.5,-0.5,-2.8,110.3,-0.4,-4.0,0.5,-1.3
N#Cc1c(N)n(-c2ccccc2N)c2nc3ccccc3nc12,41.0,2.1,-3.1,4.4,-13.9,112.2,-1.2,1.6,2.8,-4.8
Cc1cccc(OCC(=O)Nc2ccc(N3CCN(C(=O)c4ccco4)CC3)cc2)c1,0.1,-0.5,-4.3,-5.6,-5.0,101.2,-0.1,-2.5,0.9,4.2
CCOC(=O)N1CCC(c2cc(=O)n3[nH]cc(C(=O)OC)c3n2)CC1,-0.4,0.9,-2.1,-8.7,18.1,97.9,-1.5,-4.8,-3.5,-2.0
Cn1nc(C(F)(F)F)c(-c2cccc(C(F)(F)F)c2)c1NC(=O)c1nccnc1C(=O)O,14.2,-1.6,-1.8,·,·,99.4,0.1,-4.9,·,·
Cc1cc(N2CCN(C(=O)c3ccco3)CC2)n2nc(-c3cccc(Cl)c3)cc2n1,24.3,·,-0.9,-14.1,-1.2,·,0.6,8.1,0.2,0.5
Cc1cccc(C)c1OCC(=O)Nc1ccncc1,12.0,-1.2,4.4,-16.4,-7.7,119.5,0.0,-6.2,1.5,6.1
O=C(NCc1ccccc1Cl)C(=O)NCC1OCCN1S(=O)(=O)c1cccs1 (stereo not drawn),0.2,0.3,-2.5,-16.4,16.4,105.6,0.3,-1.6,-3.5,-1.0
Cc1ccc(S(=O)(=O)N2CCN(c3nc(CN4CCCC4)nc4sc(C)c(C)c34)CC2)cc1,-0.8,-4.7,2.8,-8.8,19.7,·,-2.7,-7.2,-5.3,-0.9
CCCN(CC(=O)Nc1ccccc1Br)CC(=O)Nc1ccc(F)c(F)c1F,-4.9,·,3.8,-8.1,-29.1,77.0,0.1,-3.5,6.0,2.2
CCOC(=O)c1c(C)nc2c(c1-c1ccccc1)C(=O)CCC2,6.8,-0.9,-9.1,0.7,5.8,·,0.3,-1.8,-1.3,-5.1

# Structural class, the compounds so far containing bromine.
SMILES,Arr AP2 block,Wnt bcat act,V-ATPase pH,Cardiac RTF inh,OPRM1-OPRD1 inv,Pemphigus Ab inh,C-LANA FP,Keap1 Nrf2 FP,MOR-DOR ag,cardiac RTF act
CN(C)S(=O)(=O)c1ccc(N2CCCC2)c(C(=O)NNC(=O)c2ccc(Br)cc2)c1,20.5,0.0,-7.7,-15.6,4.0,100.7,0.3,-0.1,-0.6,-1.7
C=CCOc1c(Br)cc(CNc2ccc3[nH]c(=O)[nH]c3c2)cc1OCC,-0.6,-2.3,-1.0,0.9,2.8,99.6,2.1,-9.2,-0.5,-9.2
CCCN(CC(=O)Nc1ccccc1Br)CC(=O)Nc1ccc(F)c(F)c1F,-4.9,·,3.8,-8.1,-29.1,77.0,0.1,-3.5,6.0,2.2
